# Assay outcomes: PubChem BioAssay, National Center for Advancing Translational Sciences (NCATS)
# S3 lipid droplet – qHTS Assay for Lipid Storage Modulators in Drosophila S3 Cells. 0.64% of 320,000 active. Drosophila S3 cells, BODIPY lipid droplet fluorescence, 18-24 h; cells fed with added oleic acid. AID 2685. Potency in µM for hits, for the others lipid storage change, negative = inhibition, % at the top dose, mostly 46.1 µM; active means well fitted inhibition curve with a large enough effect in the signal ratio, with a control signal flat, not every such curve was filed as active; inconclusive means small, poorly fitted or top-dose-only effect, or effect the other way, or a change in a side signal; the % refers to the signal ratio
#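 Drosophila S3 cells loaded with oleic acid (400 uM, as added) and compounds at several concentrations; lipid droplets imaged by 488-nm laser-scanning cytometry, 500–530 nm intensity and object ratio to cell channel. Percent activity normalized to 20 uM Triacsin C.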
# S3 lipid droplet cell count max – also measured in S3 lipid droplet; calls as there; cell number change, %; measured here: cell count max response;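 cells counted by Cell Tracker Red CMTPX staining in the red channel; peak over a dose series mostly up to 46.1 µM; percent activity relative to internal control wells on each plate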
# * = called active by the depositor; i = inactive; ? = inconclusive; nt = no result given; [ ] = another dose, or the depositor's remark. On the % scale 0 is the no-effect control and ±100 the full control effect; potency means the concentration at half of the fitted maximal effect.
SMILES,S3 lipid droplet,S3 lipid droplet cell count max
Cc1cccc(CCNC(=O)Cn2ncc3c([nH]c4ccccc43)c2=O)c1,i,-0.3
CCN1CCC(NC(=O)c2cc(OC)c(OC)cc2OC)CC1,i,5.0
CCn1c(SCC(=O)N2CCN(c3ccc(F)cc3)CC2)nc2ccccc2c1=O,?,nt
O=C(CCCCCN1C(=O)c2ccccc2C1=O)NCCc1nc2ccccc2[nH]1,?,nt
Cc1cc(=O)oc2cc(OCC(=O)NCCc3ccccc3)ccc12,?,nt
COC(=O)c1ccc(-c2nn(C)c(=O)c3ccccc23)cc1,?,nt
COc1ccc(N2CCN(C(=O)C3CCN(S(=O)(=O)c4c(C)noc4/C=C/N(C)C)CC3)CC2)cc1,?,nt
COc1cccc(NC(=O)COC(=O)c2ccco2)c1,-0.3%,-10.0
CCN1CCN(Cc2nc(N)nc(Nc3ccc(C)c(C)c3)n2)CC1,?,nt
CCCCN(CC)Cc1c(O)ccc2c3c(c(=O)oc12)CCC3,i,21.4
Cc1cccc(-c2noc(-c3c(C)noc3C)n2)c1,2.8%,22.5
COc1cc2c(cc1OC)CN(C(=O)c1ccc(S(=O)(=O)N(C)c3ccccc3)cc1)CC2,?,nt
O=S(=O)(c1cc(Cl)cc(Cl)c1)N1CCCC1c1nc2ccccc2s1 (stereo unspecified),2.6%,-11.6
Cc1ccc(NC(=O)CCC(=O)NNC(=O)Nc2cccc(Cl)c2)c(C)c1,22.1%,11.9
COc1ccc(C2c3[nH]c4ccccc4c3C[C@H]3C(=O)N(CCCO)CC(=O)N23)cc1OC (stereo partly specified),-10.5%,-4.4
COc1cccc(/C=C2\SC(N3CCC(C)CC3)=NC2=O)c1OC,i,nt
COc1cccc(CNC(=O)CN2C(=O)c3ccccc3S2(=O)=O)c1,?,nt
COc1cc(NC(=O)COC(=O)C2CC2)c(C)cc1[N+](=O)[O-],5.4%,-11.0
Cc1ccc(S(=O)(=O)N2CCCCC2CCNC(=O)C(=O)NCC2CCCO2)cc1 (stereo unspecified),?,nt
O=C1NC(=S)N/C1=C/c1cccn1-c1ccc([N+](=O)[O-])cc1,?,nt
CS(=O)(=O)Nc1cccc(C2=NN(S(C)(=O)=O)C(c3ccc4c(c3)OCO4)C2)c1 (stereo unspecified),?,nt
Cc1cc(NC(=O)CSc2nc(=O)cc(N)n2-c2ccc(C)c(C)c2)no1,49.9%,9.2
COc1cc(/C=N/Nc2nc(C)nc3c2cnn3-c2ccccc2)ccc1O,?,nt
Cc1ccc(-n2c(N)c(C(=O)Nc3c(C)n(C)n(-c4ccccc4)c3=O)c3nc4ccccc4nc32)cc1,9.0%,16.9
Cc1ccc(NC(=O)COc2cccc3c2OC(C)(C)C3)c(O)c1,-13.3%,-20.6
CCOc1nc(Nc2cc(Cl)ccc2OC)nc(OCC)n1,-0.3%,-20.9
COCCCNC(=O)C(C#N)c1nc2ccccc2nc1N1CCN(Cc2ccccc2)CC1 (stereo unspecified),13.6%,-1.9
CN(CC(=O)Nc1ccccc1Br)C(=O)c1ccccc1Cc1ccccc1,?,nt
CCC(c1nnnn1Cc1ccco1)N(CCc1ccccc1)Cc1cc2cccc(C)c2[nH]c1=O (stereo unspecified),?,nt
C#CCn1cnc2c(oc3ccccc32)c1=O,3.1%,6.3
COc1cc2c(cc1OC)C(Nc1ccccc1)=NC(C)(C)C2,16.8%,1.8
Cc1cc(O)c(-c2cc(C(=O)Nc3sc4c(c3C(=O)NCc3ccco3)CCC4)[nH]n2)cc1C,13.9%,nt
COc1ccc(OC)c(CNC(=O)CCNC(=O)Cn2ccc3ccccc3c2=O)c1,-6.8%,nt
COc1ccnc(CSC(N)=Nc2ccccc2OC)c1,7.9%,7.5
CCOC(=O)N1CCN(Cc2nc3c(c(=O)[nH]c(=O)n3C)n2CCCc2ccccc2)CC1,9.5%,5.1
COc1ccccc1N(CC(=O)NCCN1CCOCC1)S(=O)(=O)c1ccc(C)cc1,0.7%,-0.4
CC(=O)N1CCc2c(sc3c2c(=O)n(-c2ccccc2)c(=O)n3Cc2ccccc2Cl)C1,?,nt
CCN(CC(=O)Nc1ccc(NC(C)=O)cc1)C(=O)c1n[nH]c(=O)c2ccccc12,?,nt
CC(=O)c1c(C)[nH]c(C2=NNC(=NCc3ccccc3)SC2)c1C,3.8%,21.7
C/C(=N/NC(=O)Nc1ccccc1)c1ccc(C)cc1,15.4%,-3.7
Cc1ccc(NC(=S)NC(=O)c2sc3ccccc3c2Cl)c(C(=O)O)c1,i,-14.6
CN(Cc1ccccc1)S(=O)(=O)c1ccc(NC(=S)NC(=O)C2CCCCC2)cc1,?,nt
Cc1cccc(-c2nc(CS(=O)CC(=O)NC(C)CCc3ccccc3)c(C)o2)c1 (stereo unspecified),?,nt
CCOC(=O)C1=NN(C(=O)c2cccc(Br)c2)C(O)(C(C)(C)C)C1 (stereo unspecified),-22.9%,9.9
Cc1ccc(C2=NNC(c3cccc(F)c3)S2)cc1 (stereo unspecified),1.3%,10.2
CC(=O)NC12CC3CC(C1)CC(C(=O)N(C)Cc1cccc(Cl)c1Cl)(C3)C2,?,nt
N#Cc1ccccc1S(=O)(=O)N1CCN(C(=O)CN2C(=O)NC3(CCCC3)C2=O)CC1,?,nt
Cc1cc(C(=O)Nc2sccc2C#N)c2ccccc2n1,?,nt
S=c1[nH]nc(Nc2ccccc2Cl)s1,?,nt
CC(=O)Nc1ccccc1OCC(=O)NC1CCCCC1C (stereo unspecified),?,nt
CSc1ccc(CSCC(=O)N2CCN(S(=O)(=O)c3ccc(C)cc3C)CC2)cc1,?,nt
Cc1noc(C)c1Cc1ccc(O)cc1,-29.6%,nt
O=C(O)c1ccccc1Nc1cc(Cl)c2nonc2c1[N+](=O)[O-],?,nt
Cc1cc(-c2ccc(S(=O)(=O)N3CCN(c4ccccc4F)CC3)s2)on1,9.5%,11.0
CN(c1ccccc1)S(=O)(=O)c1ccc(Cl)c(C(=O)OCC(=O)N2CCOCC2)c1,?,nt
CC(NC(=O)CCNS(=O)(=O)c1cccc2nsnc12)c1ccccc1 (stereo unspecified),i,20.6
O=C(CN1CCN(c2ccccc2)CC1)Nc1ccc2c(c1)OCCO2,?,nt
COC(=O)C1CC(O)CN1C(=O)c1ccco1 (stereo unspecified),?,nt
CCCC(C)NC(=O)c1c2c(nc3ccccc13)CCC2 (stereo unspecified),-12.4%,-14.1
CO/N=C/CC(=O)c1cnc(-c2ccc(Cl)cc2)s1,?,nt

# (cont.)
SMILES,S3 lipid droplet,S3 lipid droplet cell count max
COc1cc(C(=O)OCC(=O)N2CCC(Cc3ccccc3)CC2)cc(OC)c1OC,27.5%,nt
Cc1cccc(NC(=O)CSCC(=O)Nc2ccc(S(=O)(=O)N3CCCCC3)cc2)c1,?,nt
O=[N+]([O-])c1cc(CN2CCCC2)c2cccnc2c1O,?,nt
COc1ccccc1CCN=C(N)NS(=O)(=O)c1cccs1,-5.2%,2.7
COc1cccc(C(=O)NCC(=O)NCc2cc(=O)n(C)c(=O)n2C)c1OC,?,nt
CCn1c(SCC(=O)N2CCCCCC2)nc2c([nH]c3ccccc32)c1=O,?,nt
COC(=O)CC1COc2ccccc2N1C(=O)c1cccc(C(F)(F)F)c1 (stereo unspecified),-3.4%,2.2
CC(C)n1c(=O)[nH]c2ccccc21,?,nt
CCn1c2ccc(C)cc2c2nnc(SCCN3CCOCC3)nc21,-12.6%,0.7
CSCCC(NC(=O)c1ccccc1Cl)C(=O)NCC1COc2ccccc2O1 (stereo unspecified),-8.6%[0.0737 µM],27.9
NN/C(=C\[N+](=O)[O-])Nc1ccccc1,?,nt
COc1ccccc1CN1CC(C(=O)N(C)CCOc2ccccc2)CCC1=O (stereo unspecified),i,6.8
O=C(NCc1ccco1)C1CCCN(S(=O)(=O)c2cccc3cccnc23)C1 (stereo unspecified),?,nt
CC(C)Oc1ccc(C(=O)NC(Cc2c[nH]c3ccccc23)C(=O)NN)cc1 (stereo unspecified),?,nt
COc1ccc(CC(=O)Nc2nc(C)cs2)cc1S(=O)(=O)N1CCOCC1,?,nt
Cc1nc(N[C@@H](Cc2ccccc2)C(=O)O)c2oc3ccccc3c2n1,-1.4%,-6.2
CCOc1ccc(N2C(=O)CC(N3CCN(c4ccccc4F)CC3)C2=O)cc1 (stereo unspecified),12.5%,-20.9
Cc1ccc(Nc2nc(N)nc(CSc3nncn3C)n2)cc1,-5.0%,-13.1
O=C(Sc1cccc2cccnc12)c1ccc(F)cc1,?,nt
Cc1cccc(NC2=C(C#N)C(=O)NC3(CCCC3)S2)c1,?,nt
COc1ccc2c3c1OC1CC(O)C=CC31CCN(C)C2 (stereo unspecified),?,19.7
CC1(C)CC2(CCO1)OC(=O)CC2C(=O)Nc1c(Cl)cccc1Cl (stereo unspecified),17.4%,nt
O=C(Nc1cccc(-c2nc3cccnc3s2)c1)C1c2ccccc2Oc2ccccc21,?,nt
CNC(=O)NC(=O)CSc1nc2sccc2c(=O)n1-c1ccccc1,?,nt
Cn1c(CC(=O)Nc2ccccc2F)nnc1SCC(=O)NC1CCCC1,?,nt
CN(Cc1ccccc1)c1nc2c(c(=O)[nH]c(=O)n2C)n1Cc1ccccc1Cl,?,nt
COC(CNC(=O)C1CCN(C(=O)c2cc3oc(C)cc3n2Cc2c(F)cccc2Cl)CC1)OC,?,nt
COc1ccc(S(=O)(=O)N2CCc3ccccc32)cc1C(=O)Nc1ccc(C(N)=O)cc1,?,nt
CCCCn1c(N)c(N(CC(C)C)C(=O)c2cccc(S(=O)(=O)N(C)c3ccc(C)cc3)c2)c(=O)[nH]c1=O,?,nt
FC(F)(F)c1cccc(Nc2cc(-c3ccccc3)nc3ncnn23)c1,-0.8%,1.9
C=C(C)C(=O)Nc1cccc(C2=NOC3(C2)C[C@@H](C(N)=O)N(C(=O)/C(C)=C/C)C3)c1 (stereo partly specified),9.8%,1.6
Cc1cc(C)cc(N2CCCC2=O)c1,0.9%,-6.1
COc1cccc(C2C(C(=O)c3cc4cccc(OC)c4o3)=C(O)C(=O)N2c2cc(C)on2)c1OC (stereo unspecified),?,nt
Fc1ccc(-c2cc(C(F)(F)F)nc(-n3cc(Cl)cn3)n2)cc1,-0.3%,-2.6
CNc1nc(Cl)c(SC)c(NCc2cccc(OC)c2)n1,?,nt
NC(=S)Nc1c(Cl)cccc1Cl,?,nt
Nc1cc(=O)[nH]c(SCCSc2ccccc2F)n1,?,nt
COc1cc(Cl)cc(/C=C/c2ccc3cccc(O)c3n2)c1OC,i,nt
O=C(c1ccc(-c2ccccc2Cl)o1)N1CCCC(C(F)(F)F)C1 (stereo unspecified),?,nt
Cc1cccc(N)c1SC1CCCCC1O (stereo unspecified),-0.8%,2.5

# Structural class, those above containing an aryl thioether with sulfur outside any ring.
SMILES,S3 lipid droplet,S3 lipid droplet cell count max
CCn1c(SCC(=O)N2CCN(c3ccc(F)cc3)CC2)nc2ccccc2c1=O,?,nt
Cc1cc(NC(=O)CSc2nc(=O)cc(N)n2-c2ccc(C)c(C)c2)no1,49.9%,9.2
CSc1ccc(CSCC(=O)N2CCN(S(=O)(=O)c3ccc(C)cc3C)CC2)cc1,?,nt
CCn1c(SCC(=O)N2CCCCCC2)nc2c([nH]c3ccccc32)c1=O,?,nt
CCn1c2ccc(C)cc2c2nnc(SCCN3CCOCC3)nc21,-12.6%,0.7
Cc1ccc(Nc2nc(N)nc(CSc3nncn3C)n2)cc1,-5.0%,-13.1
CNC(=O)NC(=O)CSc1nc2sccc2c(=O)n1-c1ccccc1,?,nt
Cn1c(CC(=O)Nc2ccccc2F)nnc1SCC(=O)NC1CCCC1,?,nt
CNc1nc(Cl)c(SC)c(NCc2cccc(OC)c2)n1,?,nt
Nc1cc(=O)[nH]c(SCCSc2ccccc2F)n1,?,nt
Cc1cccc(N)c1SC1CCCCC1O (stereo unspecified),-0.8%,2.5

# (more compounds)
SMILES,S3 lipid droplet,S3 lipid droplet cell count max
COc1cc(NS(=O)(=O)c2ccc(NC(=S)NC(=O)c3ccc(F)c(F)c3)cc2)nc(OC)n1,?,nt
CN=Cc1c(NC)nc2c(C)cccn2c1=O,-2.9%,-16.6
CCOC(=O)N1CCN(C(=S)NC(=O)c2cncc(Br)c2)CC1,?,nt
FC(F)(F)c1cccc(NC(=S)NNC(=S)Nc2cccc(C(F)(F)F)c2)c1,?,nt
CCOC(=O)c1sc(NC(=O)CSc2nc3c(cc2C#N)CCCCCC3)c(C#N)c1C,?,nt
O=C(Nc1ccc(S(=O)(=O)NC2=NCCCCC2)cc1)c1ccco1,?,nt
O=C(O)COn1c(-c2ccc(Cl)cc2)nc2ccc(Cl)cc21,?,nt
COCCC(=O)N(Cc1ccc2c(c1)OCO2)C(C(=O)NC1CCCCC1)c1ccncc1 (stereo unspecified),?,nt
CC(C(O)C12CC3CC(CC(C3)C1)C2)N1CCCCC1 (stereo unspecified),3.2%,nt
Nn1c(SCC(=O)Nc2nnc(-c3ccccc3)o2)nnc1C1CC1,i[0.0737 µM],-24.9
O=[N+]([O-])c1cccc(-c2ccc(SCc3ccccn3)nn2)c1,-4.8%,9.6
CC(NC(=O)COc1cc(=O)n(C)c2ccccc12)c1ccc2c(c1)OCCO2 (stereo unspecified),2.9%,-7.9
O=c1cc(NCc2ccccc2)nc2n1CCCS2,15.3%,16.6
CC(C)(CC(=O)O)CC(=O)NCc1c(Cl)cccc1Sc1ccc(Cl)cc1,?,nt
CN(C)Cc1ccccc1COc1ccccc1,-17.8%,-6.6

# Not all compounds are listed; rates above refer to the full screens.
